# C2C12 statin – suppression of simvastatin myotoxicity. C2C12 myotubes + simvastatin, ATP luminescence, 48 h; scaled: DMSO 0, geranylgeraniol control 100. rescue of ATP level, % at 7.49 µM. actives 0.78% (n = 330,000);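 active means mean ATP rescue above about 67%, or every replicate alone reaching that limit, limit read from the data, passing the limit was not always enough; inconclusive means no clear call, values can overlap the other calls; inactive means mean under the limit and some replicate under it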;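 further: myotubes were challenged with 10 µM simvastatin during compound exposure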
# PGC1a acetyl inh – lowers PGC1a acetylation signal in U2OS cells; AlphaScreen anti-acetyl-lysine; with virally co-expressed GCN5 acetyltransferase; inhibition, % at 15.6 µM; actives 0.17% (n = 350,000);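 active means every replicate shows inhibition of at least 40%; inconclusive means mean inhibition at least 40% but some replicate below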;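 further: 0% = neutral control wells and 100% = positive control wells; some results beyond the cut were filed as inactive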
# PglD inh – inhibitors of Campylobacter jejuni PglD acetyltransferase. purified PglD enzyme, DTNB colorimetric CoA detection. inhibition, % at 12.5 µM. actives 0.098% (n = 360,000). AID 602405; in the data active means inhibition above about 16%, passing the limit was not always enough; inconclusive means no clear call, values can overlap the other calls; further: strong numbers were not always called active
# ARNT-TACC3 inh – disruptors of human ARNT/TACC3 interaction; AlphaScreen His-ARNT PAS-B/GST-TACC3 binding, luminescence; TACC3 fragment carries E629A point mutation; Q9Y6A5; actives 0.66% (n = 390,000); inhibition, % at 9.99 µM;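 active means mean inhibition of replicates at least 50% and at least half of replicates each reaching 50%; inconclusive means half or more replicates reach 50% but mean below 50%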;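 further: 0% = complete ARNT plus TACC3 wells and 100% = ARNT alone without TACC3; many hits fall short of the cut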
# Cneo AK release – Cryptococcus neoformans lysis via adenylate kinase release; C. neoformans lysis, adenylate kinase release luminescence, 4 h; normalised: neutral wells 0, clomiphene wells 100; lysis activity, % at 15 µM; actives 0.2% (n = 360,000); AID 651654;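 active means mean lysis activity across replicates of at least 80%, whatever share of replicates individually reach that level; inactive means mean lysis activity below 80%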
#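 read-out = cell lysis signal | test system = log-phase Cryptococcus neoformans yeast cells | input = cells at 5 × 10^6 per mL | medium = fresh YPD growth medium | signal = luminescent adenylate kinase detection reagent | timing = 4 h at 37 °C static, read 1 h later | dosing = single dose | controls = Clomiphene as positive lysis control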
# INS-1E GSIS act – primary screen for activators of insulin secretion dependent on glucose, INS-1E cells, GLuc reporter luminescence. actives 0.61% (n = 370,000). AID 743287. activation, % at 16.6 µM. INS-1E GLuc reporter insulin secretion, 2-3 h;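 active means lowest replicate activation of at least 40%, so every replicate reaches that level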;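 further: 0% = median of neutral control wells and 100% = median of IBMX positive control wells; some compounds called inactive have numbers as strong as hits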
# PAX8 inh HTS – PAX8 transcriptional activity inhibition. RMG-I TPO-luciferase reporter, SteadyGlo, 24 h. actives 1.2% (n = 360,000). inhibition, % at 12.6 µM;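 active means mean replicate inhibition at least 60% with every replicate also reaching 60%; inconclusive means only one of the two criteria is met; inactive means mean below 60% and not all replicates reaching 60%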;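 further: luciferase light reporting Pax8 driven TPO promoter activity; plate controls were median of neutral control wells for no effect and mitoxantrone controls for full effect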
# LGR2 antag – blocks bursicon-induced cAMP signaling via Drosophila LGR2; HEK293 LGR2, CRE-luciferase, bursicon-stimulated, 4 h; inhibition, % at 9.99 µM; actives 0.35% (n = 380,000);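 active means drop in luminescence signal, shown as inhibition above about 50% in the replicate tests, limit read from the data, passing the limit was not always enough; inconclusive means probably only some replicates passing the limit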;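 further: agonist challenge used bursicon conditioned medium at about half maximal strength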
# * = called active by the depositor; ? = inconclusive; · = not tested or not shown; & = joins results of further samples.
SMILES,C2C12 statin,PGC1a acetyl inh,PglD inh,ARNT-TACC3 inh,Cneo AK release,INS-1E GSIS act,PAX8 inh HTS,LGR2 antag
CC(=O)NCCOC(=O)Nc1ccncc1,2,3,2,1,11,13,·,·
Nc1ncnc2c1ncn2[C@@H]1O[C@H](COS(=O)(=O)O)[C@@H](O)[C@H]1O,-4,·,0,-5,1,10,-10,-2
O=C(c1ccccc1CCc1ccccc1)N1CCN(c2ccccn2)CC1,-11,-5,-2,-3,-1,·,·,·
CO[C@@H]1CN(C)C(=O)c2cc(NC(=O)NC(C)C)ccc2OC[C@H](C)N(Cc2ccccn2)C[C@@H]1C,-2,-7,-1,-2,0,11,8,-13
CCCn1c(=O)c(C(=O)NC(C)c2ccccc2)c(O)c2ccccc21 (stereo unspecified),3,6,-5,-6,1,12,7,-4
Cc1cc(Nc2ncc(Cl)cc2Cl)n(-c2ccccc2)n1,·,·,-1,14,0,-21,5,35
CCc1cc(C(=O)N2CCOCC2)c(NC2=NS(=O)(=O)c3ccccc32)s1,-4,8,2,-8,2,·,·,·
S=C(Cc1ccccc1)NCCc1ccccc1,-6,1,-2,-6,2,-26,-7,-5
CC(=O)c1cc2c(cc1NC(=O)c1cc3nc(C(C)C)cc(C(F)(F)F)n3n1)OCO2,-5,-2,0,-4,-1,·,-8,·
CCCS(=O)(=O)NC(=O)C1(C)CCN(C(=O)COc2ccccc2)C1 (stereo unspecified),6,-2,0,·,2,·,8,21
CC(C)NC(=O)N1[C@@H](CO)[C@@H](c2ccccc2)[C@@H]1CNC(=O)CN(C)C,5,0,-3,2,0,12,7,-9
O=C(c1nc2ncccn2n1)N1CCN(c2ccc(F)cc2)CC1,7,-9,-2,-11,2,1,·,19
CS(=O)(=O)c1ccccc1C(=O)Nc1ccc(-c2nc3ccccc3[nH]2)cc1,-12,1,2,13,-4,4,-158,-37
C[C@H](CO)N1C[C@H](C)[C@H](CN(C)C(=O)c2ccccn2)Oc2ncc(C#Cc3ccccn3)cc2C1=O,5,2,3,0,1,12,·,-19
CC1(C(=O)N/N=C/c2c(F)c(F)c(F)c(F)c2F)CC1(Cl)Cl (stereo unspecified),9,-4,-6,-4,9,·,7,-13
CCc1ccc(CNC(=O)CCc2nc(-c3cccs3)no2)cc1,-4,-9,·,-13,-2,-24,-19,-3
COCC(=O)N1C[C@@H](C)[C@H](OC)CN(C)C(=O)c2ccc(NC(=O)NC(C)C)cc2OC[C@H]1C,-3,-7,-2,-10,-5,-3,·,-7
CC(C)n1cnc2cc(NCc3ccco3)ccc21,·,15,2,17,1,-3,·,15
C[C@H]1CCCCO[C@H](CN(C)Cc2ccc3c(c2)OCO3)[C@@H](C)CN([C@@H](C)CO)C(=O)c2cc(NC(=O)c3ccncc3)ccc2O1,·,5,0,·,5,3,-46,-19
CCS(=O)(=O)NCC[C@@H]1CC[C@@H](NS(=O)(=O)c2cccc(Cl)c2)[C@@H](CO)O1,-5,-3,-2,-4,0,0,-1,-3
C[C@@H]1CN([C@H](C)CO)C(=O)c2cccc(NC(=O)c3cnccn3)c2O[C@@H]1CN(C)C(=O)Nc1cccc2ccccc12,0,-5,0,-1,-4,26,-1,12
CN(C)S(=O)(=O)n1cc(/C=C(\NC(=O)c2ccccc2F)C(=O)NCCCN2CCOCC2)c2ccccc21,-8,0,-1,0,-2,-14,-10,-10
CCc1ccc2oc(-c3cccc(N)c3)nc2c1,·,·,6,1,-8,·,28,·
COc1ccccc1NS(=O)(=O)c1ccc2[nH]c(=O)[nH]c2c1,-1,·,3,-4,-1,15,14,-5
CCOC(=O)CC(=O)CSc1ccc2nnc(-c3ccc(F)cc3)n2n1,-28,12,5,1,0,1,·,0
# Other compounds
SMILES,C2C12 statin,PGC1a acetyl inh,PglD inh,ARNT-TACC3 inh,Cneo AK release,INS-1E GSIS act,PAX8 inh HTS,LGR2 antag
CC(=O)N1c2ccc(S(=O)(=O)N3CCC(C(=O)NC4CCC(C)CC4)CC3)cc2CC1C (stereo unspecified),7,-3,·,-5,·,-12,-6,15
COc1ccccc1-c1sc2ccccc2c1-c1ccc2c(c1)OCO2,8,·,-1,-3,-4,5,4,-23
COc1cc(NC(=O)COc2cc(O)c3c(c2)OC(C)(C)CC3=O)cc(OC)c1,11,-17,4,6,0,·,·,·
O=C(O)C1CC=CCC1C(=O)Nc1ccccc1Cl (stereo unspecified),·,2,2,-3,2,·,·,·
O=C(N/N=C/C(Cl)=C/c1ccc([N+](=O)[O-])cc1)C(=O)Nc1cccc(C(=O)O)c1,-3,-16,0,14,-6,-26,27,-3
COc1cc(C2NC(=O)NC(C)=C2C(=O)OCC2CCCO2)ccc1O (stereo unspecified),2,1,3,3,4,3,·,3
C[C@H]1CN([C@@H](C)CO)C(=O)c2cc(C#CCc3ccccc3)cnc2O[C@H]1CN(C)C(=O)C1CCCCC1,-14,-2,-3,-3,0,-34,-14,20
O=Cc1c(NCc2ccccc2F)c2ccccc2[nH]c1=O,0,·,1,0,1,54,1,-9
Cc1cccc(C(=O)Nc2cccc(C(=O)N/N=C/c3cccc(C)n3)c2)c1,-4,5,2,6,-1,-8,9,-9
Brc1ccc(N=Nc2ccc3ccccc3n2)cc1,·,-5,11,3,-20,14,79*,95*
COc1ccc(NC(=O)CCC(=O)Nc2cc(OC)c(NC(=O)c3cccs3)cc2OC)cc1,-25,·,1,1,-1,6,0,16
CN1C[C@@H](O)COC[C@@H]2O[C@@H](CC(=O)NC3CCC3)CC[C@H]21,-15,-1,-3,6,2,-5,-14,-13
O=C(NCc1cccc(Cl)c1)c1ccc2nc[nH]c2c1,-5,10,-5,-11,3,16,2,-6
Cc1c(Cl)c([N+](=O)[O-])nn1Cc1ccc(C(=O)Nc2ccc(Cl)cn2)o1,·,1,2,-12,-4,-16,·,-26
CC(=O)c1cccc(S(=O)(=O)NC2CC2)c1,·,-3,-5,-4,0,8,-24,12
O=C(CN1CCN(c2ccccn2)CC1)Nc1ccc2ccccc2c1,·,0,-1,-10,0,·,·,·
c1ccc(-c2cn3cccnc3n2)cc1,-2,40,-3,-13,-1,9,·,-17
Fc1ccc(C2=NNC(=NCc3ccccc3)SC2)cc1F,10,-11,-1,0,18,-5,-34,-11
COc1ccc(/C=N\NC(=O)c2ccc([N+](=O)[O-])c(C)c2)cc1COc1ccccc1C(N)=O,-16,-10,3,0,5,1,14,-5
CC(C)C(=O)Nc1c(C(=O)N2CCN(c3ncccn3)CC2)oc2ccccc12,1,-4,5,3,-1,5,-11,0
O=S(=O)(c1ccccc1)N1C[C@@H]2N[C@H](C1)C2c1ccc(-c2ccc(F)cc2)cc1 (stereo partly specified),·,-8&-22,·,·,·,5&11,-6&6,-18&3
O=C1CCCN1C(=O)CSc1nnnn1-c1cccc(F)c1,5,-1,·,·,·,1,·,-30
Cc1ccc(NC(=S)NCCCN2CCOCC2)cc1,·,·,·,-5,·,19,-26,1
Cc1cccc2cc(CN(C(=O)c3cccc([N+](=O)[O-])c3)C(C)C)c(=O)[nH]c12,·,6,2,32,0,1,12,3
CO[C@@H]1CN(C)C(=O)c2ccc(NS(=O)(=O)c3ccc(C)cc3)cc2OC[C@@H](C)N(Cc2nccs2)C[C@@H]1C,10,5,0,-13,-10,-2,-3,6

# The closing four entries of the part above come first, to join the parts.
SMILES,C2C12 statin,PGC1a acetyl inh,PglD inh,ARNT-TACC3 inh,Cneo AK release,INS-1E GSIS act,PAX8 inh HTS,LGR2 antag
O=C1CCCN1C(=O)CSc1nnnn1-c1cccc(F)c1,5,-1,·,·,·,1,·,-30
Cc1ccc(NC(=S)NCCCN2CCOCC2)cc1,·,·,·,-5,·,19,-26,1
Cc1cccc2cc(CN(C(=O)c3cccc([N+](=O)[O-])c3)C(C)C)c(=O)[nH]c12,·,6,2,32,0,1,12,3
CO[C@@H]1CN(C)C(=O)c2ccc(NS(=O)(=O)c3ccc(C)cc3)cc2OC[C@@H](C)N(Cc2nccs2)C[C@@H]1C,10,5,0,-13,-10,-2,-3,6
C[C@@H]1CN([C@H](C)CO)C(=O)c2cc(NS(=O)(=O)c3cn(C)cn3)ccc2O[C@@H]1CN(C)S(=O)(=O)c1cn(C)cn1,-21,0,·,·,·,7,-2,-24
CCCNC(=O)Nc1ccc2c(c1)C(=O)N(C)C[C@@H](OC)[C@H](C)CN(Cc1ccc(-c3ccccn3)cc1)[C@@H](C)CO2,18,-4,-2,6,-4,-40,·,-9
CN(C)C(CNS(=O)(=O)c1cc([N+](=O)[O-])ccc1Cl)c1ccco1 (stereo unspecified),·,·,·,7,·,-11,8,21
Cc1ccccc1OCCC(=O)N(CC(C)C)c1c(N)n(Cc2ccccc2)c(=O)[nH]c1=O,11,-13,-5,-1,0,6,10,4
COc1oc(-c2ccccc2C)nc1C(F)(F)F,·,·,-3,1,0,·,-5,·
O=C(Nc1ccc(Cl)cc1)N[C@@H]1CC[C@H](CCNC(=O)c2ccccc2F)O[C@@H]1CO,1,-10,-1,0,5,-17,-9,-17
Cc1ccc(-c2cnc3c(c2)C(=O)N([C@@H](C)CO)C[C@@H](C)[C@@H](CN(C)C(=O)c2cccc(F)c2)O3)cc1,18,5,4,-2,-5,-14,15,-3
C/C(=N\NC(=O)C(=O)Nc1cc(C)ccc1C)c1ccncc1,·,·,·,-10,·,2,3,-24
Cc1ccc(Cl)cc1NC(=O)COC(=O)C1CCCC1,-1,10,4,·,-4,·,·,·
COc1ccc(Br)cc1/C=N/NC(=O)CN1CCN(Cc2ccccc2)CC1,·,-7,-5,-1,-3,-7,0,23
CCC(=O)N(CCc1ccc(S(N)(=O)=O)cc1)C1CC(=O)N(c2ccc(OC)cc2)C1=O (stereo unspecified),·,7,·,-8,·,3,10,-9
CC(=O)N1CCN(S(=O)(=O)c2ccc(S(=O)(=O)NC3CC3)cc2)CC1,3,10,-1,-10,3,·,·,·
C[C@@H]1CN([C@H](C)CO)C(=O)c2cccc(NS(=O)(=O)c3cccs3)c2O[C@@H]1CN(C)C(=O)Nc1ccc(C(F)(F)F)cc1,45,9,-3,-2,2,-29,·,18
Cc1ccc2nc(C)cc(Nc3ccc([N+](=O)[O-])cc3)c2c1,·,-11,·,·,·,12,96*,?
Cc1ccc(N(CC(O)CN2CCCCC2)S(=O)(=O)c2ccc(C)cc2)cc1 (stereo unspecified),2,·,-3,·,0,-11,5,-3
Cn1cnc(S(=O)(=O)N2C[C@@H](O)COC[C@@H]3O[C@H](CC(=O)NCc4ccc(F)cc4)CC[C@H]32)c1,9,2,0,-4,2,9,-3,-10
COc1cccc(C#Cc2cnc3c(c2)C(=O)N([C@H](C)CO)C[C@H](C)[C@@H](CN(C)C(C)=O)O3)c1,-1,-9,-1,15,-1,9,·,-6
COc1ccc(Cl)cc1/C=C1/C(=O)ON=C1C,2,·,5,-3,0,-5,7,16
CCOc1ccc(S(=O)(=O)N(C)c2ccc(OCC(=O)OCc3c(C)noc3C)cc2)cc1,10,6,1,-10,2,·,6,·
CCCOc1ccc(/C=C/C(=O)NCc2ccccc2)cc1,·,·,·,-3,·,9,-5,-31
Cc1ccnc(NCc2c(O)ccc3ccccc23)c1,18,-1,10,-23,5,-9,22,-4
CC(OC(=O)c1ccc(F)c(S(=O)(=O)N2CCOCC2)c1)C(=O)NCC1CCCCC1 (stereo unspecified),2,-1,-2,-2,-1,-12,-12,8
Clc1ccc(-c2cc3nc(NCc4cccc(Cl)c4)ccn3n2)cc1,-4,7,4,·,-9,-3,-155,-63

# From PubChem BioAssay
